Screening data from PubChem.
PolyA inhibitor: yeast polyadenylation inhibition; S. cerevisiae SKY197-pL101 polyadenylation reporter, beta-gal luminescence; efflux-impaired pdr1/pdr3 knockout yeast; score 100 = 6 SD above DMSO; calls only at 12 µM; 300,000 tested, 0.02% active; AID 1875;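 active = lowest replicate activity score at least 50, where 100 means six control SD above control mean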;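 also: yeast exposed to compound for 9 h at 30 °C; higher score means more reporter readthrough which indicates perturbed polyadenylation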
MrgX1 allo act: allosterically activates human MrgX1 receptor signaling; B-score at 10 µM; Q96LB2; MrgX1-HEK293, Fluo-4 calcium flux, FDSS; hits give high values; 310,000 tested, 0.63% active;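 active = plate-corrected calcium response at least 3 library SD above typical, normal starting fluorescence, not activating the receptor alone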;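 also: compound read alongside a low EC10 to EC30 dose of BAM8-22 agonist; peak minus trough fluorescence over baseline measured at the second addition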
MrgX1 antagonist: antagonists of human MrgX1 receptor; Q96LB2; MRGX1-HEK293 calcium flux, Fluo-4, BAM8-22 antagonism; hits give low values; B-score at 10 µM; 310,000 tested, 1.3% active; AID 588676;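 active = calcium-response B-score plate-corrected more than 3 library SD below zero, starting fluorescence within 5 deviations, no agonist response on first addition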;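 also: peak minus trough fluorescence over baseline after final BAM8-22 challenge near maximal dose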
MrgX1 agonist: activates human MrgX1 receptor signaling; B-score at 10 µM; MrgX1-HEK293 cells, Fluo-4 calcium fluorescence, agonist mode; hits give high values; 310,000 tested, 0.44% active;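 active = calcium response B-score plate-corrected fluorescence ratio at least 3 library SD, with starting fluorescence B-score inside 5 SD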
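Test system: Stable human MrgX1 HEK293 cell line | Schedule: Overnight plating before 1 h dye loading | Read-out basis: Baseline-normalised fluorescence change ratio, B-scored | Detection: Kinetic calcium dye fluorescence, Fluo-4 NW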
TRPC4 act: TRPC4 (mouse) channel activation; Q9QUQ5; HEK293 TRPC4beta/mu-opioid, Fluo4 calcium fluorescence; hits give high values; B-score at 10 µM; 310,000 tested, 0.49% active; AID 2237;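 active = B-score above 5 SD of library B-scores, and initial fluorescence ratio not above library mean plus 5 SD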;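 also: positive B-score marks a calcium rise read as TRPC4 activation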
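system = HEK293 cells stably co-expressing mouse TRPC4beta and mu-opioid receptor | schedule = Fluo4 dye loading 45 min at room temperature, 110 s recording | measure = B-scored integrated calcium fluorescence ratio | signal = Fluo4 calcium-sensitive dye fluorescence, kinetic, 1 Hz baseline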
AI-2 QS modul: Vibrio harveyi AI-2 quorum sensing modulation. 300,000 tested, 0.4% active. activity change, % at 7.5 µM. Vibrio harveyi JMH597 AI-2 luminescence/OD600 ratio, 9 h; hits give low values; strain lacks LuxN and CqsS sensors; 0 = neutral-control median. AID 2094; in the data active = activity change below about -75%, passing the limit was not always enough;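 also: luminescence divided by OD600 gain over 9 h not by final OD600 alone; inactives centre near 13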
HIF activator: HIF pathway transcriptional activation. AID 1910. activation, % at 7.5 µM (by protocol). U2OS HRE-luciferase reporter, luminescence; normalized: DMSO 0%, desferrioxamine 100%. 300,000 tested, 0.32% active;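 active = mean activation of at least 10% of the iron chelator positive control signal, with at least half of replicates also reaching 10%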
TRPC4 inh: TRPC4 (mouse) channel inhibition; HEK293 TRPC4beta/mu-opioid, DAMGO-evoked Fluo4 calcium flux; hits give low values; 300,000 tested, 0.39% active; AID 2247; B-score at 10 µM;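 active = B-score over 3 SD under the library average, no early fluorescence shift, positive overall ratio signal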
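Test system – stable TRPC4beta/mu-opioid receptor HEK293 cells · Probe or stimulus – DAMGO, a submaximal dose followed by a maximal one · Dosing – one concentration per compound · Signal – Fluo4 calcium fluorescence by kinetic imaging, 5 s 1 Hz baseline · Evaluation – per-well B score of integrated baseline-normalized Fluo4 ratio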
TRPC6 act: activates the mouse TRPC6 cation channel | Q61143 | HEK293-TRPC6 membrane potential dye fluorescence; hits give high values | B-score at 10 µM | 310,000 tested, 0.13% active;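 active = B-score of the integrated fluorescence ratio above library mean plus 3 SD, and starting fluorescence ratio within library mean plus 5 SD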;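 also: higher score means more depolarization so channel activation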
Target sequence (Q61143 whole entry, looked up): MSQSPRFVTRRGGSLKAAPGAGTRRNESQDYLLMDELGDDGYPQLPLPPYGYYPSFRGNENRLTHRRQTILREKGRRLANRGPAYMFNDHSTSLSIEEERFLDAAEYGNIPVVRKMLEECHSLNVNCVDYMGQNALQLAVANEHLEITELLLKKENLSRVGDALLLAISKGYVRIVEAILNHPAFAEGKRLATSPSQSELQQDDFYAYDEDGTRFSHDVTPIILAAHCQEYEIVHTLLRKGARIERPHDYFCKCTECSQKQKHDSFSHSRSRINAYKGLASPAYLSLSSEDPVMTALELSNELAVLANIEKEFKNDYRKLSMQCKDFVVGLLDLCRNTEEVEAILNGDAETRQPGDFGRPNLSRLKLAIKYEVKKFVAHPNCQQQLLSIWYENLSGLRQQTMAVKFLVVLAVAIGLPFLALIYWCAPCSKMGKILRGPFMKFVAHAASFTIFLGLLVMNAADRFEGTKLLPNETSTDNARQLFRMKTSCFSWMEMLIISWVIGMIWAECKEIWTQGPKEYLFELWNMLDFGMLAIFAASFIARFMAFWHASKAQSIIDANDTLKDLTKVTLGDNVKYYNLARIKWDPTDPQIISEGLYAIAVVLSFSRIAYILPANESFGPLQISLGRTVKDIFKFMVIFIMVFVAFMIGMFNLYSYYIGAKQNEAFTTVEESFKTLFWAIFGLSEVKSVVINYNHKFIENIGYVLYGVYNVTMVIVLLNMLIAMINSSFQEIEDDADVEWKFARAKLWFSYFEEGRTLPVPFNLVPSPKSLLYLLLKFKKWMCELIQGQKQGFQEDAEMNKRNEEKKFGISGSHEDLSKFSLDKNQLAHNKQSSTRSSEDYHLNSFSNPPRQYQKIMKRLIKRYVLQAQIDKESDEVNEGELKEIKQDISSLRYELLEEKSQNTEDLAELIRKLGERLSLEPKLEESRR
TRPC4 potent: allosteric potentiators of mouse TRPC4 channel. Q9QUQ5. HEK293 TRPC4beta/mu-opioid, DAMGO EC20, Fluo-4 Ca2+ flux; hits give high values. B-score at 10 µM. 310,000 tested, 0.42% active. AID 2227;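 active = B-score of calcium response area above 5 SD of library B-scores, with initial fluorescence ratio within 5 SD of library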;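 also: B-score of integrated fluorescence ratio over time as area under calcium response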
TRPC6 inh: inhibitors of mouse TRPC6 channel; Q61143; HEK293-TRPC6, membrane potential dye, ACh-evoked depolarization; hits give low values; B-score at 10 µM; 310,000 tested, 1.1% active; AID 2553;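 active = B-score under library mean minus 3 SD, initial fluorescence not abnormally high, positive integrated signal ratio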;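 also: B-score derived from integrated fluorescence ratio over the kinetic read; more negative B-score means stronger inhibition of depolarization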
The depositor's hits bear a star; i = inactive; . = no result given. Some of the compounds tested; count on the stated rates, not on these rows.

Below each compound: PolyA inhibitor	MrgX1 allo act	MrgX1 antagonist	MrgX1 agonist	TRPC4 act	AI-2 QS modul	HIF activator	TRPC4 inh	TRPC6 act	TRPC4 potent	TRPC6 inh
c1ccc(C2OCC3(CO2)COC(c2ccccc2)OC3)cc1 (stereo unspecified)
 : i	i	i	i	i	8	0.0	i	i	i	i
Cc1cccc(Nc2n[nH]c(C)c2[N+](=O)[O-])c1
 : i	i	i	i	i	10	3.6	i	i	i	i
Cc1[nH]nc2c1C(c1ccccc1F)CC(=O)N2 (stereo unspecified)
 : i	i	i	i	i	-2	0.1	i	i	i	i
CC(=O)Nc1ccc(S(=O)(=O)NC2CC3CCC2C3)cc1 (stereo unspecified)
 : i	i	i	i	i	-3	0.1	i	i	i	i
CCc1nc2ccccc2n1CC(O)COc1ccc(NC(C)=O)cc1 (stereo unspecified)
 : i	i	i	i	i	18	-3.6	i	i	i	i
O=c1c2ccccc2nc(-c2ccc(F)cc2)n1NCc1ccccc1O
 : i	i	i	i	i	-3	0.0	i	i	i	i
COc1ccccc1NC(=O)c1cc(C(=O)O)ccc1C(=O)O
 : i	i	i	i	i	11	-0.2	i	i	i	i
O=C(C[n+]1cn(C(F)F)c2ccccc21)c1ccc(OC(F)F)cc1
 : i	i	i	i	i	31	2.6	i	i	i	i
C=CC12C=CC=CN1C(C(=O)OC)=C(C(=O)OC)C(C(=O)OC)=C2C(=O)OC (stereo unspecified)
 : i	i	i	i	i	24	-0.3	i	i	i	i
CC(C(=O)Nc1ccc2c(c1)OCCO2)n1nnc(-c2ccccc2)n1 (stereo unspecified)
 : i	i	i	i	i	14	0.0	i	i	i	i
COc1ccc(NC(=O)c2cc(-c3ccccc3O)n[nH]2)cc1Cl
 : i	i	i	i	i	43	3.2	i	i	i	i
CCOC(=O)c1c(NC(=O)CSc2nncs2)sc(C)c1C
 : i	i	i	i	i	24	0.0	i	i	i	i
O=C(c1ccc(S(=O)(=O)N2CCCCCC2)cc1)N1CCCC(C(F)(F)F)C1 (stereo unspecified)
 : i	i	i	i	i	20	-0.4	i	i	i	i
CCc1ccc2nc(N(CCCN(C)C)C(=O)c3ccc(S(=O)(=O)N4CCc5ccccc5C4)cc3)sc2c1
 : i	i	i	i	i	27	-4.4	i	i	i	i
CCn1cc(C(=O)N(CCCN2CCOCC2)Cc2ccco2)c(=O)c2ccc(C)nc21
 : i	i	i	i	i	16	-0.6	i	i	i	i
CCOc1ccc(C2/C(=C(\O)c3c(C)[nH]c(C(=O)OC)c3C)C(=O)C(=O)N2CCN(C)C)cc1 (stereo unspecified)
 : i	i	i	i	i	32	0.2	i	i	i	i
O=C(Nc1ccc2[nH]ncc2c1)c1ccccc1
 : i	i	i	i	i	15	2.4	i	i	i	i
CCc1cccc(CC)c1NC(=S)NC(C)c1ccccc1 (stereo unspecified)
 : i	i	i	i	i	11	-0.2	i	i	i	i
CCOC(=O)c1c(NC(=S)Nc2ccccc2)sc2c1CCN(C)C2
 : i	i	i	i	i	11	-0.2	i	i	i	i
CCCCN(C(=O)C1CC1)C1CCS(=O)(=O)C1 (stereo unspecified)
 : i	i	i	i	i	-7	0.2	i	i	i	i
O=C(NNC(=O)C1CCN(Cc2cccc(F)c2)CC1)c1cccc(Cl)c1
 : i	i	i	i	i	9	0.0	i	i	i	i
CCCCCN=CC1=C(O)CC(c2ccccc2)CC1=O (stereo unspecified)
 : i	i	i	i	i	-43	-0.9	i	i	i	i
O=S(=O)(Cc1ccccc1Cl)N1CCCC1
 : i	i	i	i	i	0	-0.2	i	i	i	i
Cc1ncc([N+](=O)[O-])n1CC(O)CCl (stereo unspecified)
 : i	i	i	i	i	21	-0.1	i	i	i	i
COc1cc(/C=N\n2cnnc2)ccc1OCC(=O)Nc1ccc(C)cc1
 : i	i	i	i	i	45	-30	i	i	i	i
O=C(O)[C@H]1CCCC[C@H]1C(=O)Nc1ccc(S(=O)(=O)N2CCCCC2)cc1
 : i	i	i	i	i	8	0.0	i	i	i	i
O=C(C1CC1)N1CCc2sccc2C1c1ccc(Cl)cc1 (stereo unspecified)
 : i	i	i	i	i	8	-0.4	i	i	i	i
O=C(Nc1nnc(CCc2ccccc2)s1)c1ccccc1F
 : i	i	i	i	i	13	1.3	i	i	i	i
O=C(c1cc(-c2ccc(O)cc2)on1)N1CCN(c2ccccc2)CC1
 : i	i	i	i	i	17	0.2	i	i	i	i
O=C(c1ccnc(Cl)c1)N1CCCC(N2CCN(c3ccccc3F)CC2)C1 (stereo unspecified)
 : .	i	i	i	i	22	-0.1	i	i	i	i
O=C(Nc1ccccn1)c1cc2ccccc2cc1O
 : i	i	i	i	i	19	3.3	i	i	i	i
O=C(CCC(=O)OC(C(=O)c1ccccc1)c1ccccc1)Nc1ccccc1 (stereo unspecified)
 : i	i	i	i	i	10	-0.3	i	i	i	i
Cc1c(Cl)cccc1NC(=S)NNc1ncc(C(F)(F)F)cc1Cl
 : i	i	i	i	i	11	-0.6	i	i	i	i
CCOc1ccc(NS(=O)(=O)c2ccc(C(=O)NCC(c3ccco3)N(C)C)cc2)cc1 (stereo unspecified)
 : i	i	i	i	i	26	-3.0	i	i	i	i
Cc1ccc(S(=O)(=O)c2cc3ccccc3oc2=Nc2ccc3c(c2)OCO3)cc1
 : i	i	i	i	i	2	-1.4	i	i	i	i
COCCNC(=O)c1ccc(NS(=O)(=O)c2ccc3[nH]c(=O)[nH]c3c2)cc1
 : i	i	i	i	i	4	-0.6	i	i	i	i
O=C(NCC(c1ccco1)N1CCc2ccccc2C1)c1ccc(Cl)c([N+](=O)[O-])c1 (stereo unspecified)
 : i	i	i	i	i	15	-0.2	i	i	i	i
O=C1NN(c2ccccc2)C(=O)/C1=C/c1coc2ccccc2c1=O
 : i	i	i	i	i	15	1.2	i	i	i	i
CCCOC(=O)CCCC[C@H]1SC[C@@H](NC(=O)OC)[C@H]1NC(=O)OC
 : i	i	i	i	i	-1	-0.4	i	i	i	i
CCOC(=O)c1cnc(SC)nc1Sc1ccc(Cl)cc1Cl
 : i	i	i	i	i	5	0.4	i	i	i	i
Cc1ccc(-n2nc3c(N4CCC(C(=O)NCc5ccc(C)o5)CC4)nnc(C)c3c2C)cc1
 : i	i	i	i	i	17	-1.1	i	i	i	i
Cc1ccc(NC(=O)[C@H](C)NC(=O)C2CCN(C(=O)[C@@H](NC(=O)OC(C)(C)C)C(C)C)CC2)cc1
 : i	i	i	i	i	14	1.6	i	i	i	i
CC(NC(=O)CCSc1nc(-c2ccco2)cc(C(F)(F)F)n1)c1ccccc1 (stereo unspecified)
 : i	i	i	i	i	14	-0.9	i	i	i	i
Cc1ccc(NC(=O)OCc2cncs2)cc1
 : i	i	i	i	i	-4	4.8	.	i	i	i
CC(=O)Nc1ccc(-n2c(C)ccc2-c2ccccc2)cc1
 : i	i	i	i	i	-5	0.3	i	i	i	i
CCOC(=O)Cc1csc(NC(=O)c2c(O)c3c(n(CC(C)C)c2=O)CCCC3)n1
 : i	i	-6.8*	i	i	3	0.0	i	i	i	i
O=C(/C=C/c1ccccc1)C1C(=O)c2ccccc2C1=O
 : i	i	i	i	i	46	1.3	i	i	i	i
CNC(=S)NNC(=O)c1cccc(N(C)C)c1
 : i	i	i	i	i	18	0.0	i	i	i	i
Cc1ccc2nc(CSc3nnc(Nc4ccccc4C)s3)cc(=O)n2c1
 : i	i	i	i	i	24	0.1	i	i	i	i
O=c1[nH]c(/C(Cl)=C/c2cccc(C(F)(F)F)c2)nc2cc(Cl)ccc12
 : i	i	i	i	i	23	-19	i	i	i	i
CCC1(C)Cc2ccccc2-c2c1c(=O)n(Cc1ccccc1)c1nnnn21 (stereo unspecified)
 : i	i	i	i	i	0	-0.1	i	i	i	i
COC(=O)c1cn(NC(=O)COc2ccc(Cl)cc2)c(=O)c2ccccc12
 : .	i	i	i	i	19	.	i	i	i	i
Cc1ccc(CN2CCN(CC(=O)N/N=C/c3c[nH]c4ccccc34)CC2)cc1
 : i	i	i	i	i	24	-0.1	i	i	i	i
Nc1nc(CSC(=S)N2CCN(c3ccccc3)CC2)nc(Nc2ccccc2)n1
 : i	i	i	i	i	16	-0.1	i	i	i	i
O=Cc1ccccc1Oc1nc(N2CCOCC2)nc(N2CCOCC2)n1
 : i	i	i	i	i	16	0.1	i	i	i	i
Cc1ccc(F)c(CNC(=O)C2CCC(=O)N(Cc3ccccn3)C2)c1F (stereo unspecified)
 : i	i	i	i	i	1	0.1	i	i	i	i
COc1cccc(CSc2nnc(-c3ccncc3)n2C)c1
 : i	i	i	i	i	13	0.8	i	i	i	i
CC(NCCc1ccc(S(N)(=O)=O)cc1)C(=O)NCCc1ccc(F)cc1 (stereo unspecified)
 : i	i	i	i	i	10	-3.4	i	i	i	i
Cc1cc(=O)oc2c(CN3CCN(C)CC3)c(O)c(Cl)cc12
 : i	i	i	i	i	19	-0.4	i	i	i	i

2 entries picked at random from those above, as already listed:
Below each compound: PolyA inhibitor	MrgX1 allo act	MrgX1 antagonist	MrgX1 agonist	TRPC4 act	AI-2 QS modul	HIF activator	TRPC4 inh	TRPC6 act	TRPC4 potent	TRPC6 inh
CCOC(=O)Cc1csc(NC(=O)c2c(O)c3c(n(CC(C)C)c2=O)CCCC3)n1
 : i	i	-6.8*	i	i	3	0.0	i	i	i	i
CCCOC(=O)CCCC[C@H]1SC[C@@H](NC(=O)OC)[C@H]1NC(=O)OC
 : i	i	i	i	i	-1	-0.4	i	i	i	i
